Screening results deposited in PubChem by several laboratories.
CHT PAM – allosteric activators of human choline transporter CHT; Q9GZV3; CHT-expressing cells, membrane potential dye, choline EC20; hits give high values; LV-AA mutant CHT in HEK293 cells; B-score at 10 µM; hit rate 0.49% among 310,000; AID 488977;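 active = initial fluorescence not abnormally high and integrated response B-score, plate-corrected, over 3 SD above library mean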
Target sequence (Q9GZV3 whole entry, looked up): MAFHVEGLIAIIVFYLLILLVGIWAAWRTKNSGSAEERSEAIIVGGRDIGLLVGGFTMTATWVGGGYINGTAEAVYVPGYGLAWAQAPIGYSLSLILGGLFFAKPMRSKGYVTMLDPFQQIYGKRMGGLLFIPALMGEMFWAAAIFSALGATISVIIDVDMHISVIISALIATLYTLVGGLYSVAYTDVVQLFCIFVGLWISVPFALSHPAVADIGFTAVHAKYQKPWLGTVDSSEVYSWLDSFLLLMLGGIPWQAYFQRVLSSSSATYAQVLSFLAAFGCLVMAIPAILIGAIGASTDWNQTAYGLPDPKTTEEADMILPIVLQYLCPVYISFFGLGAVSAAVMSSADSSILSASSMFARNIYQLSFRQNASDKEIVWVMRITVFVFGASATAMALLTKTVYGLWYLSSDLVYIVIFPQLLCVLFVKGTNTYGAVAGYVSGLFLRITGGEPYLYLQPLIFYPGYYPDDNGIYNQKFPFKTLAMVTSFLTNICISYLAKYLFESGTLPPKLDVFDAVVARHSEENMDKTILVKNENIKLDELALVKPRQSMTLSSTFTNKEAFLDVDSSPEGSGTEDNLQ
OX1R antag-1 – blocks the human orexin 1 receptor; O43613; hit rate 1.8% among 330,000; OX1R-expressing cells, FRET antagonist read-out; inhibition, % at 6.6 µM; AID 485270; in the data active = inhibition mostly above about 38%, no sharp cut-off; inactive = mostly below about 40%;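 also: 0% = agonist challenge alone and 100% = reference antagonist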
Target sequence (O43613 whole entry, looked up): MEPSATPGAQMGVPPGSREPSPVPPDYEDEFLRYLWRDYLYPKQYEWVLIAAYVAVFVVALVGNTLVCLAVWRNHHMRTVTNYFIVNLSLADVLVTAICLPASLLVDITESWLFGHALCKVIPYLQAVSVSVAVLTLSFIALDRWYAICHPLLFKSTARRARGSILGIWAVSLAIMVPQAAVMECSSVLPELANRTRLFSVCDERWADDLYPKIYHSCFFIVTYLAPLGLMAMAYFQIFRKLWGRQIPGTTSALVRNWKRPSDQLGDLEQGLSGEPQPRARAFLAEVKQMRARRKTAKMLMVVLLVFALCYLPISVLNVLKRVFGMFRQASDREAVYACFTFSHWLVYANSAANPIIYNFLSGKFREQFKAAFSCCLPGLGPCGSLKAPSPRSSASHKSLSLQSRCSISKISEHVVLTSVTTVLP
OX1R antag-2 – blocks the human orexin 1 receptor | O43613 | CHO/OX1R cells, Fluo-8 calcium fluorescence, orexin A | inhibition, % at 5 µM | hit rate 0.43% among 330,000 | AID 434989;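 active = inhibition above its plate's threshold, mean inhibition of all tested compounds on the plate plus 3 SD, cut at about 37% in these data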;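 also: 0% = orexin A challenge wells and 100% = SB-334867-A antagonist wells; not every result past the cut was called active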
Starred values were filed as active, the others as inactive; i = inactive; nt = not tested or not shown.

| nr | SMILES | CHT PAM | OX1R antag-2 | OX1R antag-1 |
| --- | --- | --- | --- | --- |
| 1 | CC(C)(C)N1C(=O)[C@H]2[C@@H](c3ccc(Br)cc3)N3C(=O)N(c4ccc(Br)cc4)C(=O)[C@@]3(Cc3ccccc3)[C@H]2C1=O | i | -44 | 23 |
| 2 | CCCCCCn1c(C(C)NC(=O)c2ccco2)nc2ccccc21 (centres undefined) | i | -28 | 11 |
| 3 | Cc1ccccc1CN(C)C(=O)COC(=O)c1ccc2[nH]c(C)c(C)c2c1 | nt | 31 | 53* |
| 4 | CC(=O)Nc1ccc2c(c1)NC(=O)CC2 | i | -5 | 13 |
| 5 | CCN(CC)S(=O)(=O)c1ccc(NC(=O)COC(=O)CCc2cc(OC)c(OC)c(OC)c2)cc1 | i | -12 | 8 |
| 6 | O=C(/C=C/c1cccs1)N1CCc2ccccc21 | i | -11 | 25 |
| 7 | COc1cccc(NC(=O)Cn2cc(C#N)c3ccccc32)c1 | i | -6 | 13 |
| 8 | O=C(NNC(=O)c1cncc(Br)c1)c1ccncc1 | nt | 8 | -5 |
| 9 | COc1ccc2nc(-c3cccc(N)c3)[nH]c2c1 | i | -18 | 19 |
| 10 | O=C(c1ccc(CS(=O)Cc2ccc(Cl)cc2)o1)N1CCN(c2cccc(Cl)c2)CC1 (centres undefined) | i | -26 | 16 |

Reformatted: entries from further up.
Order of results: CHT PAM | OX1R antag-2 | OX1R antag-1
8) O=C(NNC(=O)c1cncc(Br)c1)c1ccncc1
  nt | 8 | -5
2) CCCCCCn1c(C(C)NC(=O)c2ccco2)nc2ccccc21 (centres undefined)
  i | -28 | 11
9) COc1ccc2nc(-c3cccc(N)c3)[nH]c2c1
  i | -18 | 19
4) CC(=O)Nc1ccc2c(c1)NC(=O)CC2
  i | -5 | 13

4 of the entries above in order of the OX1R antag-2 value, high to low.
#	Molecule	OX1R antag-2	OX1R antag-1
3	Cc1ccccc1CN(C)C(=O)COC(=O)c1ccc2[nH]c(C)c(C)c2c1	31	53*
8	O=C(NNC(=O)c1cncc(Br)c1)c1ccncc1	8	-5
4	CC(=O)Nc1ccc2c(c1)NC(=O)CC2	-5	13
7	COc1cccc(NC(=O)Cn2cc(C#N)c3ccccc32)c1	-6	13

Next section.
| nr | SMILES | CHT PAM | OX1R antag-2 | OX1R antag-1 |
| --- | --- | --- | --- | --- |
| 11 | O=C1CC(Nc2ccc(N3CCOCC3)cc2)C(=O)N1c1ccccc1F (centres undefined) | i | -31 | 31 |
| 12 | COc1ccc(OC)c2[nH]c(=O)c(CCNC(=O)C3CCCCC3)cc12 | i | -25 | 25 |
| 13 | CC(=O)NCCNc1ccc([N+](=O)[O-])cc1C#N | i | 5 | 67* |
| 14 | CCCCC(=O)N/N=C/c1ccc(N2CCOCC2)c([N+](=O)[O-])c1 | i | 0 | 28 |
| 15 | Cn1c(CC(=O)Nc2ccccc2F)nnc1SCC(=O)N1CCOCC1 | i | 12 | 1 |
| 16 | Oc1ccc(C2Nc3cccc4cccc(c34)N2)c(O)c1 | i | 1 | -2 |
| 17 | O=C(NC1CCCC1)C1CC(=O)N(C2CCCCCCC2)C1 (centres undefined) | i | -2 | 6 |
| 18 | CC1CCCCN1S(=O)(=O)c1ccc(C(=O)Nc2ccccc2-c2nc3ccccc3[nH]2)cc1 (centres undefined) | i | -20 | 13 |
| 19 | O=C(NCCS(=O)(=O)N1CCN(c2ccc(F)cc2)CC1)c1ccc(Br)o1 | i | -23 | 9 |
| 20 | CSc1nc(O)c(C(c2ccccc2Cl)c2c(O)nc(SC)[nH]c2=O)c(=O)[nH]1 | i | -10 | 6 |

(more compounds)
| nr | SMILES | CHT PAM | OX1R antag-2 | OX1R antag-1 |
| --- | --- | --- | --- | --- |
| 21 | O=C1OCCN/C1=C\C(=O)c1ccccc1 | i | -4 | 5 |
| 22 | CN(C)N=Nc1nc2c([nH]1)c(=O)n(C)c(=O)n2C | i | 10 | 7 |
| 23 | COCCNc1nnc(SCC(=O)Nc2cc(-c3ccccc3)nn2-c2ccccc2)s1 | i | -26 | 34 |
| 24 | CN(CC(=O)Nc1ccc(F)cc1)CC(=O)NC1CCCCC1 | nt | -19 | 8 |
| 25 | Cc1ccc(-n2ncc3ccccc3c2=O)cc1Cl | i | -23 | 18 |
| 26 | Cc1ccccc1C(=O)OCc1cnc(Cl)s1 | i | -10 | 5 |
| 27 | COc1ccc(N2CCN(S(=O)(=O)c3cn(C)c(=O)n(C)c3=O)CC2)cc1 | i | -10 | 11 |
| 28 | COCCN1CCN(Cc2cn[nH]c2-c2cc3ccccc3o2)CC1 | i | -13 | 8 |
| 29 | O=C(CCC(=O)c1cccs1)OCC(=O)N1CCN(S(=O)(=O)c2ccccc2)CC1 | i | -24 | 8 |
| 30 | O=C(COc1ccccc1Cl)NCCCNC(=O)c1ccccn1 | i | 1 | 11 |

Going on with the list:
| nr | SMILES | CHT PAM | OX1R antag-2 | OX1R antag-1 |
| --- | --- | --- | --- | --- |
| 31 | CCc1ccc2[nH]c(=O)c(CN(Cc3ccccc3)C(=O)Nc3ccccc3OC)cc2c1 | i | -43 | 20 |
| 32 | CCCn1c(NC(=O)CCNC(=O)c2ccccc2Cl)nc2ccccc21 | nt | -17 | 6 |
| 33 | N#CCCn1cnc2ccccc21 | i | -3 | -5 |
| 34 | Nc1ncnc(Nc2ccc(F)cc2)n1 | i | 9 | 10 |
| 35 | CC(C)(C)NC(=O)C(c1cccs1)N(C(=O)c1csnn1)c1ccccc1F (centres undefined) | i | -6 | 23 |
| 36 | CCc1nc(NCC(C)C)c(C#N)c2c1COC(C)(C)C2 | i | -6 | 13 |
| 37 | CC(=O)N1CCN(C(=O)c2ccc(C)c(S(=O)(=O)N3CCCCC3)c2)CC1 | nt | -6 | -1 |
| 38 | CN(CCOc1ccc(Br)cc1)CC(O)COc1ccc(C#N)cc1 (centres undefined) | i | -13 | 5 |
| 39 | O=C(CN1C(=O)c2cccc3cccc1c23)N1CCN(c2ccccc2)CC1 | i | -24 | 19 |
| 40 | CC(C)(C)c1ccc(-n2ncc3c2CCCC3NC(=O)CN2CCCCC2=O)cc1 (centres undefined) | i | -14 | 12 |

(cont.)
| nr | SMILES | CHT PAM | OX1R antag-2 | OX1R antag-1 |
| --- | --- | --- | --- | --- |
| 41 | CN(C(=O)CCS(=O)(=O)c1cc2c(cc1Cl)NC(=O)CO2)C1CCCCC1 | i | -11 | 0 |
| 42 | Cc1cccc(Cn2c(SCCN3CCOCC3)nc3c2c(=O)n(C)c(=O)n3C)c1 | i | -33 | 2 |
| 43 | CCn1c(SCC(=O)N/N=C/c2c[nH]c3ccccc23)nnc1-c1ccc(C)cc1 | i | -13 | 12 |
| 44 | CN(C)c1ccc(C=C2C(=O)OC3(CCCC3)OC2=O)cc1 | i | -7 | 13 |
| 45 | CCOC(=O)N1C(=O)[C@@](c2ccc(Cl)cc2)(C(C)C)N1C(=O)OCC | i | -17 | 18 |
| 46 | Cc1coc2c1c(C)cc1oc(=O)c(CC(=O)N[C@@H](CC(C)C)C(=O)O)c(C)c12 | i | 0 | 16 |
| 47 | O=C(Oc1ccc2ccccc2c1Cl)N1CCCCCC1 | i | -20 | 11 |
| 48 | O=C(CSC1=NNC(c2ccccn2)S1)Nc1ccccc1 (centres undefined) | i | -9 | 17 |
| 49 | CCOC(=O)c1nc2nc(-c3cccs3)cc(C(F)(F)F)n2n1 | i | -4 | 40 |
| 50 | Cc1ccc(CCC(=O)Nc2ncc(Cc3cc(Cl)ccc3Cl)s2)o1 | i | 3 | 17 |

Other entries:
| nr | SMILES | CHT PAM | OX1R antag-2 | OX1R antag-1 |
| --- | --- | --- | --- | --- |
| 51 | OC(C#CCN1CCCCCC1)(c1ccccc1)c1cccnc1 (centres undefined) | i | -19 | 18 |
| 52 | [O-]c1n[n+](-c2ccc(Cl)cc2Cl)cc2ccccc12 | i | -24 | 18 |
| 53 | COC(=O)c1ccc(NC(=O)COC(=O)c2cccc3c(=O)c(C)c(-c4ccccc4)oc23)cc1 | i | -23 | 7 |
| 54 | CCOc1cc(Br)cc(C(c2c(C(=O)O)[nH]c3ccccc23)c2c(C(=O)O)[nH]c3ccccc23)c1O | i | -25 | -3 |
| 55 | O=C1OCc2cc(NC(=O)C3CCCCC3)ccc21 | i | -11 | 8 |
| 56 | C=CCSc1nnc(-c2ccncc2)n1-c1ccc(OCC)cc1 | i | -14 | 31 |
| 57 | N=c1sccn1CC(=O)Nc1ccccc1Sc1ccccc1 | i | -1 | 10 |
| 58 | Cc1ccc(NC(=O)/C(C#N)=C/c2ccc(Sc3nc(C)cc(C)n3)o2)cc1 | i | -23 | 7 |
| 59 | CC(=O)OCC1O[C@@H](O[C@@H]2C[C@H]3C(C)(C)[C@H](OC(C)=O)CC[C@]3(C)[C@H]3CC[C@]45C[C@]4(CC[C@H]5[C@@H](C)C[C@@H](O)[C@H](O)C(C)(C)O)[C@@]32C)[C@H](O)[C@@H](O)[C@@H]1O (some centres undefined) | i | 67* | 23 |
| 60 | C=CCN(CC=C)S(=O)(=O)c1ccc2nsnc2c1 | i | 10 | 10 |

Additional structures follow.
| nr | SMILES | CHT PAM | OX1R antag-2 | OX1R antag-1 |
| --- | --- | --- | --- | --- |
| 61 | CCC/C(=N\NC(=O)c1ccc(CSc2nncn2C)cc1)c1ccccc1 | i | -8 | 6 |
| 62 | CCOC(=O)C(C)Oc1cccc2c(=O)n(CC(=O)N3CCCc4ccccc43)ccc12 (centres undefined) | i | -28 | 4 |
| 63 | COc1ccccc1C(=O)NC(C)c1nc2ccccc2[nH]1 (centres undefined) | i | -30 | 6 |
| 64 | COC(=O)c1ccc(CSc2nnc3c(n2)[nH]c2ccccc23)cc1 | i | -1 | -1 |
| 65 | CC(C)(C)n1nnnc1C(c1cccs1)N1CCN(C(=O)c2ccco2)CC1 (centres undefined) | i | -14 | 5 |
| 66 | COc1cc(-c2nnc(NC(=O)CCS(=O)(=O)c3ccccc3)o2)cc(OC)c1OC | i | -3 | 11 |
| 67 | Cn1c(=O)[nH]c(=O)c2c1nc(N1CCCC1)n2CCO | i | -5 | 6 |
| 68 | CN(CCc1ccccn1)C1CC(=O)N(c2ccc(Cl)cc2)C1=O (centres undefined) | i | -33 | 17 |
| 69 | COc1nc(N/N=C/c2ccccc2F)nc(N2CCCCC2)n1 | i | -29 | 22 |
| 70 | O=C(Nc1c(Cl)cccc1Cl)c1ccc(-c2ccccc2)cc1 | i | -4 | 8 |

(cont.)
| nr | SMILES | CHT PAM | OX1R antag-2 | OX1R antag-1 |
| --- | --- | --- | --- | --- |
| 71 | COc1cc2c(C(F)(F)F)c(-c3ccsc3)oc(=O)c2cc1OC | nt | -24 | 18 |
| 72 | Cc1sc(NC(=O)CN(Cc2ccc(F)cc2)C(=O)C(C)C)c(C(N)=O)c1C | i | -13 | 30 |
| 73 | COc1cc(NS(=O)(=O)c2ccc(NS(=O)(=O)c3ccc(C)cc3)cc2)nc(OC)n1 | i | -1 | 20 |
| 74 | O=C(CSc1nnc(Cc2cc(=O)[nH]c(=O)[nH]2)n1-c1ccccc1)N1CCCc2ccccc21 | i | -6 | 15 |
| 75 | CC(C)OCCCn1c(=O)c2ccccc2n2c(CCC(=O)N3CCN(c4ccccn4)CC3)nnc12 | i | -10 | 17 |
| 76 | CN(CC(=O)Nc1ccc(F)cc1)CC(=O)Nc1ccc(F)c(F)c1F | i | 14 | 18 |
| 77 | CCOC(=O)N1CCN(C(=O)c2ccc(S(=O)(=O)Nc3ccc(C)cc3)cc2)CC1 | nt | 11 | 11 |
| 78 | Cc1cccc(NC(=S)N=Nc2c(O)n(C)c3ccc(S(=O)(=O)N4CCOCC4)cc23)c1 | i | -8 | 10 |
| 79 | CCc1ccc(/C=N/n2c(COc3ccccc3)n[nH]c2=S)cc1 | i | -25 | -1 |
| 80 | CS(=O)(=O)NCc1ccc(C(=O)O)cc1 | i | -16 | -2 |

Additional entries follow:
| nr | SMILES | CHT PAM | OX1R antag-2 | OX1R antag-1 |
| --- | --- | --- | --- | --- |
| 81 | O=C(Nc1ccccc1C(=O)N1CCN(Cc2ccccc2)CC1)c1ccccn1 | i | -19 | 11 |
| 82 | CC(C)[C@@H]1NC(=O)N(c2ccc(Oc3ccccc3)cc2)C1=O | i | -19 | 31 |
| 83 | Cc1cc(=O)oc2cc(OCC(=O)N3CC(=O)Nc4ccccc43)c(Cl)cc12 | nt | -6 | 3 |
| 84 | CN(CC(=O)Nc1ccccc1Cl)C(=O)Cn1nnc(-c2ccc(F)cc2)n1 | i | -12 | 17 |
| 85 | COc1ccc(NC(=O)c2ccccc2NC(=O)CSc2ccccc2)cc1 | i | -5 | 13 |
| 86 | O=C(NCc1cccc(C(F)(F)F)c1)c1cccc(S(=O)(=O)NCc2ccccc2)c1 | i | -6 | 27 |
| 87 | CC1Cc2ccccc2N1C(=O)COC(=O)c1n[nH]c(=O)c2ccccc12 (centres undefined) | nt | -13 | 7 |
| 88 | O=C(NCCC(=O)N1O[C@@H]2C=C[C@H]1C2)OCC1c2ccccc2-c2ccccc21 | nt | -21 | 8 |
| 89 | Cc1ccccc1Cn1nc(C)c(NC(=O)c2cc3n(n2)C(C(F)F)CC(C(F)F)N3)c1C (centres undefined) | i | -30 | -4 |
| 90 | S=c1[nH]nc(-c2ccccc2Cl)n1Cc1ccccc1 | i | -19 | 22 |

Retrieved by structure from above (2):
| nr | SMILES | CHT PAM | OX1R antag-2 | OX1R antag-1 |
| --- | --- | --- | --- | --- |
| 81 | O=C(Nc1ccccc1C(=O)N1CCN(Cc2ccccc2)CC1)c1ccccn1 | i | -19 | 11 |
| 90 | S=c1[nH]nc(-c2ccccc2Cl)n1Cc1ccccc1 | i | -19 | 22 |
